# Bioassay records deposited in PubChem by several laboratories.
# Insulin prom up = MIN6 insulin promoter up-regulation; z-score at 5 µM; AID 1625; MIN6 insulin promoter-GFP reporter, high-content imaging; stronger effect = higher value; 0.3% of 190,000 active;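 active means z-score above 3 at 5 µM with at least 500 cells counted in the well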
# ER stress rescue = rescue of cells from ER stress-induced death, primary screen, 384-well, CSM14.1, thapsigargin, ATP luminescence (AID 1222); CSM14.1 thapsigargin-induced death rescue, ATP luminescence; higher % means a stronger effect; 190,000 tested, under 10 active; one-dose cellular ATP content (survival), % at 20 µM; EC50 in µM for titrated hits;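 active means EC50 below 50 µM in the dose-response confirmation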;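 further: death triggered by thapsigargin at about 15 µM added after 2 h compound pretreatment; cell ATP read after overnight thapsigargin exposure of roughly 18 to 22 hours; normalized against plate controls of thapsigargin alone and 5% DMSO vehicle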
# MT stabilizer = stabilizes microtubules in HeLa cells. AID 2205. 0.83% of 200,000 active. % tubulin-high responders, % at 10 µM. HeLa tubulin immunostaining HCS, 24 h; share of cells brighter than vehicle mean+2SD;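 active means plate Z-score above 3 for both tubulin-high and condensed-nucleus cell shares, with cell loss under 80%, at 10 µM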;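 further: anti alpha tubulin signal scored within the nucleus-defined area of each cell; some results filed as inactive read as strong as hits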
# T cell modulator = T cell immune modulation candidate; 2C CD8+ T cell-vesicle binding, flow cytometry; stronger effect = lower value; calls only at 7 µM; 0.068% of 330,000 active;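 active means response, share of CD8 T cells binding vesicles, and their 90th percentile fluorescence all below set limits, cut at about 80% in these data, passing the limit was not always enough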
#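 Benchmarks: naked versus QL9-loaded vesicles / Assay system: purified 2C TCR transgenic mouse naive CD8+ T cells / Technique: high-throughput flow cytometry with anti-B7-1 and anti-CD8 staining / Timing: Cell–vesicle co-incubation 1.5 h at 37 °C, staining 20 min on ice / Read-out: percent CD8+ FL2 mean versus row control / Probe or stimulus: QL9-loaded Drosophila micro-vesicles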
# Dynein transport = blocks dynein driven cargo transport along microtubules; AID 1381; 3617.4 mouse cells, GR-EGFP nuclear translocation imaging; test concentration mostly 20 µM; stimulated with dexamethasone, 1 µM; stronger effect = lower value; z-score, hits read low; 0.47% of 220,000 active;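 active means plate z-score of nuclear minus cytoplasmic receptor signal below a set negative limit, without overly bright fluorescence or cell loss, cut at about -3.5 in these data, passing the limit was not always enough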;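 further: z-score of nuclear minus cytoplasmic ring GR-EGFP intensity difference per well; some compounds called inactive have numbers as strong as hits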
#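 Also added – dexamethasone, 1.0 µM final · Buffer or medium – tet-free, stripped-serum medium · Schedule – induction 48 h, compound 1 h, agonist 30 min · Detection – formaldehyde fixation, Hoechst nuclear stain, 10x automated fluorescence imaging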
# Hep lipid drop = hepatic lipid droplet formation modulation. AML12 mouse hepatocytes, oleate lipid droplets, BODIPY imaging. inhibition, % at 6.5 µM. 0.4% of 240,000 active. AID 1656;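 active means lipid droplet intensity inhibited by at least 50%, with more than 500 cells counted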
#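 System: AML12 hepatocytes (mouse). Probe or stimulus: oleic acid at 100 µM to induce lipid droplet formation. Times: overnight treatment with compound plus oleate. Detection: Image-based BODIPY and DAPI two-channel analysis. Evaluation: percent inhibition of filter-corrected integrated lipid droplet intensity per well.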
# Salmonella PhoP GFP = PhoP-dependent GFP reporter repression – Salmonella Typhimurium, primary screen (AID 1863) | S. Typhimurium PhoP-regulated promoter GFP reporter, 4 h; higher % means a stronger effect | 0.16% of 300,000 active | inhibition, % at 50 µM; hits with a dose series show IC50 in µM;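 active means inhibition over 29.93%, a cutoff 3 SD above the screen mean, later confirmed by dose response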;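 further: 0% = low Mg2+ inducing control and 100% = high Mg2+ repressing control; strong numbers were not always called active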
# b-catenin transl = alters nuclear translocation of beta-catenin in HeLa cells | immunofluorescence imaging | nuclear translocation activity, % at 5 µM | 0.3% of 190,000 active | AID 1665;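 active means nuclear translocation activity above 50% at 5 µM, with a well cell count of 50 or more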;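 further: per-cell ratio of nuclear to cytoplasmic median beta-catenin stain intensity; plate controls were DMSO negative control for no effect and GSK-3 inhibitor IX positive control for full effect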
#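 Read-out: Nuclear/cytoplasmic beta-catenin signal ratio, % activation | Assay system: Human HeLa cell line | Times: 24 h compound exposure at 37°C, 5% CO2 | Signal: Fluorescence imaging of beta-catenin antibody stain plus DAPI | Dosing: 5 µM primary, 0.02–20 µM confirmation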
# Autophagy mod = alters autophagy in cells; AID 463193; 0.98% of 190,000 active; calls only at 10 µM (by protocol); MEF GFP-LC3 puncta imaging; test concentration mostly 10 µM;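 active means percentage of spot-positive cells more than 3 SD above its plate mean, without a fluorescence outlier flag or 80% toxicity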;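 further: spot-positive cell cutoff set from DMSO-treated cells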
# Dynein transport cytoplasmic EGFP = second read-out of Dynein transport, no call of its own (marks repeat the call); z-score; measured here: cytoplasmic GR-EGFP intensity; stronger effect = higher value
# Dynein transport nuclear GR-EGFP = also measured in Dynein transport; calls as there; z-score; measured here: nuclear GR-EGFP intensity;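 lower value marks the stronger effect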
# Dynein transport cell count = also measured in Dynein transport; calls as there; z-score; measured here: cell count per field
# Insulin prom up cell count = second read-out of Insulin prom up, no call of its own (marks repeat the call); cell count; measured here: cytotoxicity, nuclei count;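 total cells summed across four imaged fields per well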
# Hep lipid drop cells 6.5 µM = further read-out of Hep lipid drop, marked with its call; cell count; measured here: cell count, cytotoxicity flag;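 cells counted across two imaged fields per well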
# b-catenin transl cell count 5 µM = further read-out of b-catenin transl, marked with its call; cell count; measured here: cell count, cytotoxicity flag
# T cell modulator vesicle-bound % = also measured in T cell modulator; calls as there; double positive events, %; measured here: CD8+ vesicle-bound cell fraction;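 binding gate set so that unloaded-vesicle control wells show 10% double positive cells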
# MT stabilizer Hoechst-high % = recorded beside MT stabilizer, whose call it bears; % Hoechst-high responders; measured here: nuclear condensation Hoechst responders;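 share of cells brighter than vehicle mean plus two SD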
# MT stabilizer cytotoxicity % = recorded beside MT stabilizer, whose call it bears; toxicity, %; measured here: cytotoxicity by cell density;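 0% = mean cell density of plate MIN control wells and 100% = no cells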
# Autophagy mod cell loss 18 h = further read-out of Autophagy mod, marked with its call; toxicity, %; measured here: cell loss, nuclei count;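 cell loss after 18 h compound exposure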
# * hit, by the source's call; i = inactive; . = no result given; + = active, no number; & = joins results of further samples.
SMILES,Insulin prom up,Insulin prom up cell count,ER stress rescue,MT stabilizer,MT stabilizer Hoechst-high %,MT stabilizer cytotoxicity %,T cell modulator,T cell modulator vesicle-bound %,Dynein transport,Dynein transport cytoplasmic EGFP,Dynein transport nuclear GR-EGFP,Dynein transport cell count,Hep lipid drop,Hep lipid drop cells 6.5 µM,Salmonella PhoP GFP,b-catenin transl,b-catenin transl cell count 5 µM,Autophagy mod,Autophagy mod cell loss 18 h
Cc1ccccc1OCC(=O)Nc1ccc(S(=O)(=O)Nc2ccccn2)cc1,-0.15,1478,3.0%,5.0,2.8,1.5,i,44,-1,-0.16,-0.28,1.2,-3,633,5%,1.2,1051,i,20
COc1ccccc1CNCc1cc(OC)c(OC)c(OC)c1,0.03,1301,-1.5%,4.4,2.8,0.9,i,48,1.4,-0.2,0.58,-0.95,10,756,4%,0.8,1036,i,0
S=C(NCCN1CCOCC1)N/N=C/c1c2ccccc2cc2ccccc12,-0.26,994,-1.8%,1.4,1.2,5.4,i,58,3.2,-0.12,1.5,-0.91,-1,756,-2%,-0.8,1203,+,31*
Cc1cccc(NC(=O)CSc2nnc(CSc3nc(C)cc(C)n3)n2Cc2ccco2)c1,-0.76,838,1.1%,1.7,1.1,6.9,i,32,-0.049,-0.22,0.17,0.55,.,.,4%,-3.0,1202,i,3
C=CC(C)(C)c1cc2cc3ccoc3cc2oc1=O,0.47,1147,11%,3.5,4.8,8.2,i,26,0.54,-0.27,0.57,0.28,-2,732,7%&1%,-2.1,534,i,3
O=C(c1c[nH]c(=O)n(-c2ccccc2)c1=O)N1CCc2ccccc21,-0.11,1586,3.0%,4.8,1.4,1.8,i,16,0.31,-0.29,0.28,0.4,.,.,15%,-1.3,1260,i,-5
COC(=O)c1cc(=O)n(Cc2ccc(F)cc2)c(=NCc2ccc(F)cc2)s1,.,.,-2.1%,2.1,1.6,2.4,i,44,-3,0.33,-1.3,0.07,-18,691,-9%,6.0,561,i,8
O=C(COc1cccc(Br)c1)N/N=C/C(=O)c1ccccc1,-0.73,1305,-4.6%,1.0,1.8,3.5,i,12,-0.048,-0.35,-0.39,0.39,5,723,-10%,0.7,1038,i,22
CN(C)CCCN1C(=O)CSC1c1ccccc1 (stereo unspecified),0.07,2056,.,6.0,1.7,10,i,49,0.88,0.16,0.95,-0.94,-4,678,6%,-2.9,1136,.,.
O=C(COc1ccccc1Br)c1ccc(O)cc1O,-0.1,1406,-0.9%,6.2,2.8,4.5,i,23,-0.24,-0.19,0.2,-0.34,.,.,-2%,-1.2,1020,i,5
CCOC(=O)C1(CCOC)CCN(Cc2nc(C(C)C)cs2)CC1,.,.,2.2%,1.1,1.3,5.3,i,58,0.34,-0.02,0.54,0.39,-3,694,-6%,-0.5,1048,i,8
c1ccc(C(c2ccccc2)N2CCN(Cc3nnnn3C3CCCCC3)CC2)cc1,.,.,-3.9%,3.8,1.2,6.6,i,6,-0.17,-0.15,0.31,-0.013,3,730,-5%,3.7,540,i,-8
COc1cc(S(=O)(=O)N2CCN(c3ccccc3)CC2)ccc1F,0.17,1481,-1.1%,1.3,1.3,3.4,i,3,1.1,-0.26,0.75,-0.59,1,615,4%,0.9,1573,i,5
O=C(NC(NC(=S)Nc1ccccc1O)C(Cl)(Cl)Cl)c1ccco1 (stereo unspecified),0.34,1482,-2.1%,4.1,1.8,1.4,i,9,-0.21,-0.2,-0.17,0.47,-2,597,19%,1.0,1124,i,27
Cc1c(C(=O)NCCCN2CCOCC2)oc2c1C1(CCC2)SCCS1,-0.23,731,0.3%,2.3,3.1,6.8,i,31,-0.61,-0.25,-0.51,0.25,-15,691,-6%,-0.5,532,i,-3
O=C(NC(=O)c1ccc(C(F)(F)F)cc1)Nc1ccc(-c2cnco2)cc1,0.55,1139,.,.,.,.,i,34,-0.71,-0.24,0.029,0.42,4,715,3%,-0.2,1318,.,.
CCOC(=O)c1ccc(NC(=O)C2=C(C)Nc3nc(CCCO)nn3C2c2ccc(OC)cc2)cc1 (stereo unspecified),.,.,.,1.6,1.5,9.0,i,22,-0.52,-0.22,-0.15,0.62,.,.,2%,.,.,i,-5
Cc1ccc(S(=O)(=O)Nc2cc(C(=O)O)ccc2N2CCCCC2)cc1,-0.23,1216,-2.7%,3.1,1.8,1.2,i,12,2.3,-0.16,1.1,-1.6,5,710,5%,.,.,i,7
CSc1cc(N2CCOCC2)nc(-c2ccccc2Cl)n1,-0.14,1273,0.7%,3.3,2.1,5.1,i,17,0.087,-0.27,-0.42,-0.48,-1,632,3%,-0.1,926,i,-5
CC1CCN(CC(=O)Nc2cccc(Cl)c2)CC1,0.82,1672,-1.1%,4.6,1.5,5.9,i,18,-0.95,-0.31,0.11,0.34,-8,646,-5%,-4.8,1093,i,5
CCOC(=O)c1ccc(NC(=O)Nc2ccc3c4c(cccc24)C(=O)N3CC)cc1,-0.27,1441,-0.7%,3.8,5.1,3.2,i,13,0.49,-0.25,0.31,-0.12,.,.,-14%,-3.5,1341,+,9.3*
CCCC(C)C(=O)Nc1ccncc1 (stereo unspecified),-0.01,1042,0.8%,2.0,0.7,32,i,15,-0.19,-0.27,-0.1,0.092,-2,791,7%,-2.4,1300,i,6
O=C(CCl)N(CCCNC(=O)C(F)(F)F)c1ccc([N+](=O)[O-])cc1,-1.6,875,.,.,.,.,i,59,-5*,0.66*,-2.4*,0.54*,-45,493,-12%,1.3,1325,.,.
COc1ccc(S(=O)(=O)N2CCc3ccccc3C2)cc1,0.3,1413,3.9%,2.4,1.2,7.1,i,20,-0.53,1.7,0.07,0.42,0,761,-6%,3.2,1056,i,-10
CCN(CC)S(=O)(=O)c1cc(NC(=O)CN2C(=O)NC3(CCCc4ccccc43)C2=O)ccc1C (stereo unspecified),0.25,1125,-3.4%,2.6,1.5,6.0,i,63,-0.34,-0.33,-0.53,1,12,719,7%,-1.8,522,i,2
Oc1ccc(/C=N/Nc2ccc(C(F)(F)F)cn2)cc1,0.75,1634,0.4%,8.3,2.0,0.6,i,36,0.38,-0.15,-0.13,0.51,5,603,4%,-1.1,968,i,20
Cn1c(SCC(=O)N2CCc3ccccc32)nnc1-c1ccc(S(=O)(=O)N2CCCC2)cc1,2.4,1464,-3.2%,2.0,2.0,2.8,i,47,-0.33,-0.19,-0.067,0.38,10,716,-13%,-1.1,1026,i,3
COc1ccc(NCC(=O)N2CCCC2)cc1Cl,-0.18,1323,-0.7%,2.7,2.2,4.8,i,55,-0.42,-0.25,-0.083,0.49,5,682,-1%,0.0,1095,i,-9
Cc1cccc2sc(NS(C)(=O)=O)nc12,0.5,1459,0.1%,2.5,1.5,2.5,i,52,-0.42,-0.21,-0.25,0.37,9,635,2%,-0.3,1492,i,-7
O=[N+]([O-])c1cccc(-c2csc(CS(=O)(=O)Cc3ccco3)n2)c1,-0.14,1390,.,.,.,.,i,36,0.73,-0.25,0.41,-0.24,-7,697,-4%,-1.9,1203,.,.
C/C(CC(=O)N1CCN(C=O)CC1)=N\NC(=O)c1ccc([N+](=O)[O-])cc1,1,1423,1.0%,2.1,2.4,3.7,i,21,0.62,-0.17,0.29,-0.7,-1,680,-6%,-0.2,1495,i,-1
CC1=[N+]([O-])C(C)(C)N(O)C1(C)C,-0.67,1449,.,.,.,.,i,31,-1.3,-0.25,-0.66,1.7,-12,716,-1%,-3.4,1166,.,.
O=c1[nH]c(-c2ccncc2)nc2ccccc12,0.43,1556,-0.3%,3.6,2.9,13,i,35,-0.89,-0.19,-0.24,0.43,.,.,-11%,-2.6,1401,i,10
CCOc1ccc(S(=O)(=O)Nc2cc(Cl)ccc2O)cc1,-0.03,1436,0.1%,8.8,3.7,18,i,24,0.33,-0.24,0.23,-0.57,-1,699,3%,8.5,780,i,-2
C#Cc1ccc([C@@H]2C=C(C(=O)NC3CC3)O[C@H](OCCCCO)C2)cc1,-0.01,972,.,.,.,.,i,26,-1.1,-0.82,-0.38,0.67,21,674,-4%,1.0,1305,.,.
c1ccc(CCN(Cc2ccccc2)C2CCN(C3CCCC3)CC2)cc1,-0.46,1276,-6.8%,1.9,2.1,6.5,i,20,-0.93,-0.23,-0.3,0.98,11,657,-12%,1.3,1089,i,37
